# Compound activity: PubChem, National Center for Advancing Translational Sciences (NCATS)
# Coupling enz – counter-screen for Giardia aldolase inhibitors: coupling enzyme system; coupling enzyme system counterscreen, AmpLite Red fluorescence; AID 2472; activity change, negative = inhibition, % at 58.2 µM, hits read low; hit rate 0.67% among 290,000; in the data active = activity change below about -30%; also: % is scaled to controls: 0 for no effect and ±100 for the full control effect
#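 Fluorescence at 525 nm excitation and 598 nm emission measured inhibition of the coupled detection system without aldolase. Compounds (at 57.5 uM final) were preincubated 10 min at room temperature with coupling enzyme reagent before a 20 min substrate/AmpLite Red step.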
# KCNH2 WT inh – KCNH2 (human, wildtype) channel inhibition; activity change, % at 1.84 µM; hit rate 0.37% among 340,000; Q12809; U2OS, BacMam KCNH2, thallium flux FluxOr; active compounds read low; AID 720551;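 active = maximum activity change below -70%; inconclusive = maximum activity change between -70% and -50%; inactive = maximum activity change above -50%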; also: % is scaled to controls: 0 for no effect and ±100 for the full control effect
#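 U2OS cells transduced with wild-type KCNH2 virus are loaded with FluxOr dye for 45 min, and thallium flux is measured in kinetic reads before and after stimulation buffer. Rate constants are normalized to DMSO controls.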
# MBNL1-CUG inh – blocks human MBNL1 binding to CUG repeat RNA; Q9NR56; TR-FRET MBNL1-His/biotin-(CUG)12 binding, 665/545 ratio; Potency, µM (highest dose often 57.5 µM), for inactives: at the highest dose activity change, negative = inhibition, most hits filed as inhibitors; hit rate 0.036% among 280,000; AID 2675; active = well fitted inhibition curve with a large enough effect in the signal ratio, with a control signal flat, not every such curve was filed as active; inconclusive = small, poorly fitted or top-dose-only effect, or effect the other way, or a change in a side signal; inactive = no such curve, though single readings can be large or run the other way; the % refers to the signal ratio; also: potency is read from the fitted curve at half-maximal effect; % is scaled to controls: 0 for no effect and ±100 for the full control effect
#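 TR-FRET readout: Ex 340 nm, 665/545 nm emission ratio, normalized to buffer-only (basal) and MBNL1-(CUG)12 controls. Complex of MBNL1-His with Biotin-(CUG)12, compounds 92 nM–58 uM, incubated 60 min at room temperature.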
# TRPV1 ag – agonists of human vanilloid receptor 1 (TRPV1); Q8NER1; TRPV1-expressing cells, Fluo-8 calcium influx, agonist mode; activation, % at 8.33 µM; hit rate 0.19% among 320,000; AID 540275; in the data active = activation above about 80%; inconclusive = between about 30% and that limit; also: 0% is about no effect
# Target sequence (Q8NER1 whole entry, looked up): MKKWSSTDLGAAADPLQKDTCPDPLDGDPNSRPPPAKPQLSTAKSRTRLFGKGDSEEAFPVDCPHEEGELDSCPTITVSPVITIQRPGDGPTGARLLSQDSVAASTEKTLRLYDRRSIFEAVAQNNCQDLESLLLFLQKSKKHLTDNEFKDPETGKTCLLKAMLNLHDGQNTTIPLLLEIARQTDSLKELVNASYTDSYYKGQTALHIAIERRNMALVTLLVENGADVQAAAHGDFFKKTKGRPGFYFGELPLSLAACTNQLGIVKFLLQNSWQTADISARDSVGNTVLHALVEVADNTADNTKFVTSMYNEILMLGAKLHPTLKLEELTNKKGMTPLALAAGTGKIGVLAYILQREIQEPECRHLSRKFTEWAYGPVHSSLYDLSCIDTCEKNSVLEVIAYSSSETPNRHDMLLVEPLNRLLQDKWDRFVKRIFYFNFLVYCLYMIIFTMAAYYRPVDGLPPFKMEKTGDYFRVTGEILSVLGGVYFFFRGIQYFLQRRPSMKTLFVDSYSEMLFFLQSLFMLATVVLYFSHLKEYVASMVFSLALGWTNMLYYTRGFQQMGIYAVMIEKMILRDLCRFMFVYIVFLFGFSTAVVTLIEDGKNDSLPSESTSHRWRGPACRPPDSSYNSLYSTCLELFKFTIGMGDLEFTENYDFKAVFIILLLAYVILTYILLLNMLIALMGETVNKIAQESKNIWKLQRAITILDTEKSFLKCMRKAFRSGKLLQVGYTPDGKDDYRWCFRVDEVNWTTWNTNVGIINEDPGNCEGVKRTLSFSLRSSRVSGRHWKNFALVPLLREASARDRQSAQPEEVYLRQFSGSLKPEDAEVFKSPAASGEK
#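 Fluo-8 calcium influx in TRPV1-expressing cells, kinetic read (ex 480/em 520 nm). Compound added and read 3 min for agonist activity, followed by capsaicin at EC20 final and 2 min further read for enhancement.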
# GALK inh – galactokinase (human) inhibition; Potency, µM (doses to about 57.5 µM), without a hit: at the highest dose activity change, negative = inhibition, hits mostly inhibitors; Purified GALK, Kinase-Glo residual ATP luminescence; AID 1868; hit rate 0.007% among 270,000; P51570; also: potency is read from the fitted curve at half-maximal effect; % is scaled to controls: 0 for no effect and ±100 for the full control effect
#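 GALK at 5 nM final was combined with compound, 35 uM ATP and 100 uM galactose in HEPES pH8.0 with MgCl2 and DTT. The reaction ran one hour at room temperature before luminescent ATP detection.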
# MLL CXXC-DNA inh – inhibitors of human MLL CXXC domain-DNA interaction; MLL-CXXC / FITC-HOXA9 DNA fluorescence polarization; Potency, µM (series often up to 115 µM), inactives show top-dose activity change, negative = inhibition, usual class: inhibitors; hit rate 0.037% among 290,000; active = well fitted inhibition curve with a large enough effect in the polarisation, with a control signal flat, not every such curve was filed as active; inconclusive = small, poorly fitted or top-dose-only effect, or effect the other way, or a change in a side signal; inactive = no such curve, though single readings can be large or run the other way; the % refers to the polarisation; also: potency is read from the fitted curve at half-maximal effect
#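 Steps: dispense CXXC domain solution (7 uM) → pin compounds or unlabeled HOX-A9 DNA control → 5 min ambient → add FLSN-HOX-A9 solution (50 nM) → spin → 30 min ambient → fluorescence polarization. Tris pH 7.5/NaCl/DTT/BSA buffer.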
# Integrin act MD – activators of alpha7 integrin expression for muscular dystrophy; alpha7betagal myoblasts, beta-gal FDG fluorescence, 48 h; Potency, µM (doses to about 38.3 µM), inactives show at the top dose activation, hits mostly activators; hit rate 0.064% among 350,000; AID 624291;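 also: potency is read from the fitted curve at half-maximal effect; 100% = response of the positive control SU9516; nearly all actives have a fitted effect of over 60% in size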
#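 alpha7betagal+/- myoblasts (passage 13, 250/well) treated 48 h at 37C with compounds at 1:260 dilution of DMSO stock. Lysed, then beta-galactosidase activity read as FDG fluorescence (ex 480/em 540) after 30 min, with pre-read for autofluorescence.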
# ASM inhibitor – human S-ASM enzyme inhibition | P17405 | placental ASM, HMU-PC fluorogenic substrate, 60 min | Potency, µM (series often up to 57.5 µM), without a hit: at the highest dose activity change, negative = inhibition, actives largely listed as inhibitors | hit rate 0.006% among 340,000 | AID 504937; also: potency is read from the fitted curve at half-maximal effect
#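 qHTS format. ASM enzyme prepared from human placenta hydrolyses the fluorogenic substrate HMU-PC0 (9 uM final) over 60 min at 37 °C after a 10 min compound preincubation.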
# A-T KAP1 phos – candidate therapy for ataxia-telangiectasia; Potency, µM (highest dose often 57.5 µM), without a hit: at the highest dose activation, usual class: activators; hit rate 0.19% among 320,000; […] A-T fibroblasts, KAP-1 phosphorylation AlphaLISA; neocarzinostatin DNA damage 30 min before lysis; also: potency is read from the fitted curve at half-maximal effect; % of control where 0% means no effect; nearly all actives have a fitted effect of over 45% in size
#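 ATM-like activity read as KAP-1 phosphorylation via AlphaLISA donor/acceptor antibody pairs after lysis and 6 hr at 25C. Cells were ATM-null patient fibroblasts ([…], hTERT), dosed 60 min, then exposed to the DSB inducer NCS for 30 min.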
# KCNH2 3.1 block – KCNH2 3.1 (human) potassium channel inhibition | hit rate 0.95% among 340,000 | activity change, % (tested at about 1.8 µM) | U2OS KCNH2 3.1, thallium flux FluxOr; active compounds read low | AID 720553;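 active = maximum activity change below -70%; inconclusive = maximum activity change from -70% to -50%; inactive = maximum activity change above -50%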;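 also: thallium influx rate constant from kinetic fluorescence after stimulation buffer; % is scaled to controls: 0 for no effect and ±100 for the full control effect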
#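 We transduce U2OS cells with the mutant 3.1 virus, culture them overnight, load FluxOr with Red40 quencher for 45 min, then add stimulation buffer and read kinetically for 2 min to derive a normalized rate constant.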
# An asterisk follows results filed as active; ? = inconclusive; nt = no result given; [ ] = another dose, or the depositor's remark. Unless noted, calls follow the shape of the dose curve; as a rule, active = well fitted curve in the direction sought with a large enough effect; inconclusive = small, poorly fitted or top-dose-only effect, or another doubt; inactive = no such curve, though single readings can be large; an effect the other way counts as inactive or inconclusive.
# Values in the order – Coupling enz	KCNH2 WT inh	MBNL1-CUG inh	TRPV1 ag	GALK inh	MLL CXXC-DNA inh	Integrin act MD	ASM inhibitor	A-T KAP1 phos	KCNH2 3.1 block
> O=C1NC(C(=O)O)=CC(c2cccc(Cl)c2Cl)N1 (configuration not stated)
→ nt	1	nt	-1	nt	nt	36%	5%	4%	-3
> C=CCc1cc(/C=C/c2nc(O)c([N+](=O)[O-])c(=O)[nH]2)cc(OC)c1O
→ -2	4	12%	-1	4%	-24%	19%	-10%	-1%	-5
> COCCn1c(SCC(=O)NC2CC2)nc2ccccc21
→ nt	10	nt	0	nt	nt	6%	3%	-1%	-12
> CCCN(CCC)CCCNC(=O)c1cn(CCOC)c(=O)c2c1c1ccccc1n2C
→ 0	-17	1%	5	-1%	-13%	-12%	15%	5%	3
> COc1ccc(NC(=O)C2CCCN(c3cc(C)nc4ncnn34)C2)cc1 (configuration not stated)
→ 2	2	-1%	-2	1%	3%	-18%	2%	2%	-6
> O=C(Nc1cccc(C(F)(F)F)c1)c1csc(-c2ccncc2)n1
→ -10	0	-7%	24	4%	0%	6%	-5%	2%	6
> CC(=O)c1ccc(NC(=O)COc2ccccc2C(=O)Nc2ccccc2)cc1
→ nt	?	7%	2	-4%	6%	-27%	-16%	9%	-11
> CC1CN(C(NC(=O)C(C)(C)C)C(Cl)(Cl)Cl)CC(C)O1 (configuration not stated)
→ 4	-8	0%	-7	0%	-8%	15%	-3%	-4%	-14
> O=[n+]1c2c(n([O-])c3cc(F)c(N4CCCC4)cc31)CCC2
→ nt	-2	nt	nt	nt	nt	-15%	0%	nt	-4
> CCOC(=O)Cn1nc(C)n(-c2ccc(F)cc2)c1=O
→ 0	-2	-4%	1	-2%	25%	11%	-1%	5%	4
> CCO[C@H]1OC(C(=O)N2CCOCC2)=C[C@@H](c2ccc3c(c2)OCO3)[C@@H]1CCCO
→ -1	1	8%	2	-2%	-4%	28%	9%	6%	12
> O=C(CSCc1ccccc1)Nc1ccc(S(=O)(=O)N2CCOCC2)cc1
→ 3	30	-10%	?	-2%	8%	17%	-3%	?	3
> CS(=O)(=O)c1ccc2nc(NC(=O)Nc3cccc(Cl)c3)sc2c1
→ 0	-8	5%	0	0%	78%[activator]	-9%	-6%	?	1
> Cc1ccn2cc(C(=O)Nc3cccc(C(=O)NC4CC4)c3)nc2c1
→ nt	0	nt	-6	nt	nt	1%	-6%	-1%	6
> Cc1cc(NC(=O)Cc2cccs2)no1
→ -16	-4	5%	4	-2%	10%	3%	-1%	10%	12
> Cc1ccccc1C1c2[nH]c3ccccc3c2C[C@H]2C(=O)N(C3CC3)CC(=O)N12 (some centres not stated)
→ 2	-4	1%	-1	0%	29%	-46%[inhibitor]	-4%	-6%	26
> CC(C)(C)OC(=O)COc1cc(OCC(=O)OC(C)(C)C)c2c(=O)cc(-c3ccccc3)oc2c1
→ 2	-1	-4%	?	-3%	-6%	11%	-24%	-5%	7
> CC(C)(C)NC(=O)c1ccccc1NC(=O)C1CC(=O)N(C2CCCCC2)C1 (configuration not stated)
→ 3	4	1%	2	7%	-3%	0%	6%	-6%	-2
> Cn1c(=O)c2c(nc(NCc3ccco3)n2C)n(C)c1=O
→ -1	-2	-6%	2	0%	5%	-14%	1%	-2%	-2
> O=C(Nc1ccc2c(c1)OCCO2)c1cc(-n2cnnc2)ccc1Cl
→ 0	1	7%	3	0%	12%	29%	1%	-1%	-21
> CCOc1cc(C(=O)OCc2cc(=O)n3c(C)csc3n2)ccc1OC
→ nt	-15	nt	nt	nt	nt	12%	0%	1%	4
> O=C(CSc1ncn[nH]1)Nc1ccccc1Sc1ccc(Cl)cc1
→ -28	12	-4%	-3	-2%	2%	9%	-2%	3%	11
> COc1cc(NC(=O)CCNC(=O)Cn2ccc3ccccc3c2=O)cc(OC)c1OC
→ 1	3	-3%	2	-1%	1%	23%	-2%	3%	1
> Cc1cccc(NC(=O)c2cc(NC(=O)C3CCCCC3C(=O)O)ccc2N2CCOCC2)c1 (configuration not stated)
→ nt	-20	-2%	?	-1%	-2%	-9%	-2%	1%	6
> Cc1ccc(C(OC(=O)c2ccco2)C(=O)NC(C)(C)C)cc1 (configuration not stated)
→ 1	-3	-15%	7	-5%	-4%	-4%	-1%	-2%	6
> CC(=O)Nc1ccc(S(=O)(=O)Nc2nc(-c3ccc(C(C)(C)C)cc3)cs2)cc1
→ 5	3	3%	1	0%	11%	4%	-15%	2%	1
> CCCc1ccc(C(=O)[C@@H]2[C@@H](C(C)=O)N3c4ccc(F)cc4C=C[C@@H]3[C@@]23C(=O)Nc2ccccc23)cc1
→ -2	18	0%	0	-1%	8%	26%	3%	1%	-30
> Cc1cc(NC(=S)NC(=O)C2CC2)ccc1Br
→ -1	1	-9%	12	0%	0%	-7%	nt	6%	33
> Cc1nc(-c2ccccc2)nc2n[nH]c(N)c12
→ nt	-10	nt	nt	nt	nt	-11%	-5%	nt	-1
> Cc1c(OCC(=O)NC(Cc2ccc(Cl)cc2)C(=O)O)ccc2c(-c3ccccc3)cc(=O)oc12 (configuration not stated)
→ 13	4	2%	10	nt	-26%	-7%	18%	-9%	-10
> O=C(c1ccccc1)N1CCCN(c2nccc(C(F)(F)F)n2)CC1
→ 1	-8	-4%	0	nt	5%	1%	-4%	0%	-2
> Cc1ccc(S(=O)(=O)NCC2CCC(C(=O)NCc3cccnc3)CC2)cc1 (configuration not stated)
→ 1	5	1%	0	1%	0%	6%	9%	-3%	-2
> CCCC(=O)Nc1ccccc1NC(=O)CN(C)S(=O)(=O)c1ccccc1
→ -8	2	8%	1	-1%	-1%	7%	4%	6%	-2
> CC(C)(C)n1ncc2c(=O)n(Cc3ccc(Cl)cc3)cnc21
→ 0	9	-2%	9	1%	-5%	4%	2%	2%	-12
> CSc1cccc(NC(=O)CCCn2c(=O)c3cccn3c3cccnc32)c1
→ 4	3	-1%	4	1%	27%	-5%	-3%	-5%	28
> O=C(NC12CC3CC(CC(C3)C1)C2)c1cncc(Br)c1
→ 2	0	0%	?	6%	-2%	-14%	1%	9%	-2
> O=C(c1oc2ccccc2c1N1CCCCC1)N1CCCCC1
→ 0	16	1%	7	-2%	6%	14%	-2%	15%	-17
> Cc1sc2ncnc(SCC(=O)N3CCCC(C(F)(F)F)C3)c2c1C (configuration not stated)
→ 0	-2	3%	-1	-1%	0%	16%	3%	-4%	-4
> CCc1nc(SCC(=O)c2ccc(Cl)s2)c2oc3ccccc3c2n1
→ 0	1	31%[activator]	-2	-2%	-4%	20%[7.66 µM]	-9%	4%	-7
> O=C(NCc1ccccc1OC(F)(F)F)C1CCC(=O)N(C2CC2)C1 (configuration not stated)
→ nt	-9	-4%	-3	-9%	0%	-1%	1%	-5%	18
> Cn1c(NNC(=O)c2ccccc2F)cc(=O)n(C)c1=O
→ -30*	-2	-8%	2	-2%	0%	1%	7%	-5%	-2
> CN(C(=O)c1cnc2n(c1=O)CCS2)C1CCCCC1
→ 5	-10	-20%	2	2%	8%	22%	2%	2%	-1
> COc1ccc(OC)c(NC(=O)CSCC(=O)O)c1
→ -4	-1	-15%	2	-4%	0%	-6%	3%	10%	2
> O=C(Nc1nccs1)c1ccc(-c2ccc(F)c(Cl)c2)o1
→ nt	10	9%	?	-3%	14%	-49%[inhibitor]	-4%	2%	-22
> C=CCOc1ccc(/C=N/NC(=O)CC(=O)NC2CCCCC2)cc1
→ 2	-4	4%	-4	-3%	6%	-29%	1%	-5%	10
> Cc1nn(-c2cccc(Cl)c2)c(Cl)c1/C=N/NC(=O)c1cccs1
→ 4	4	1%	-1	1%	2%	5%	-4%	-2%	23
> CCOc1ccc(Cn2nnc(C(=O)Nc3cc(OC)cc(OC)c3)c2N)cc1
→ -3	3	9%	3	2%	-7%	-22%	0%	-11%	1
> O=C(NCc1ccco1)C(c1ccccc1)N(C(=O)Cc1cccs1)c1ccccc1 (configuration not stated)
→ 3	-12	?	4	2%	3%	10%	-3%	nt	-3
> COc1ccc(C)cc1S(=O)(=O)Nc1ccccc1C
→ -2	-6	1%	4	4%	-1%	2%	6%	-8%	-5
> COc1cc(/C=N/NC(=O)CSc2n[nH]c(=O)[nH]c2=O)cc(OC)c1O
→ 2	2	?	-4	1%	0%	3%	8%	5%	0
> O=C(NCc1nnc(SCC(=O)N2CCCCCC2)o1)c1ccccc1F
→ nt	0	-5%	-1	1%	10%	-16%	5%	9%	-1
